HepG2 viability = counter-screen for TGF-b inhibitors: cytotoxicity in HepG2 cells; HepG2 CAGA-GFP viability, ATP luminescence, 18 h; 0.76% of 410,000 active; Potency, µM (doses to about 46.1 µM), inactives show top-dose activity change, negative = cytotoxicity, most hits filed as cytotoxic; note: potency is the fitted concentration of half-maximal effect; some results filed as inactive show a strong effect at the top dose
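CellTiter-Glo luminescence gave cytotoxicity after 18 hours at 37 degrees C. The cells were HepG2 CAGA-GFP in 1% FBS DMEM, stimulated with 500 pg/mL TGF-beta after compound addition. %Activity was normalised to no-cell wells (complete cell-killing) and DMSO (no toxicity), and curves were fitted and classified.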
pAkt inh = blocks phosphorylation of Akt. 0.32% of 360,000 active. activity change, % for hits at 50 µM. Neuro2A IGF-stimulated pAkt S473 HTRF, 20 min; active compounds read low. AID 651550; in the data active = activity change below about -80%; inconclusive = mostly about -51% to -80%; note: % is set by controls: 0 for no effect and ±100 for the full control effect
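Neuro2A cells (4,500/well, DMEM with 0.5% FBS) were treated with compound at a single 50 µM final concentration, stimulated with 6 nM IGF for 20 min at 37 °C, and lysed. Phospho-Akt Ser473 was read by HTRF as 665/615 ratio ×10^4.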
CCT chaperon mod = modulators of cytosolic chaperonin (CCT/TRiC) activity. purified chaperonin ATPase assay, HTRF ADP detection, 30 min. 0.3% of 360,000 active. activity change, % (concentration not given with the values), hits read low; in the data active = activity change below about -30%; note: % is set by controls: 0 for no effect and ±100 for the full control effect
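TRiC (40 or 20 nM final, by batch activity) in 30 mM Tris pH 7.4, 100 mM KCl, 5 mM MgCl2, 1 mM DTT was treated with compound at 76 uM single dose, then 10 uM ATP, 30 min at 37 °C. ADP was read by HTRF Transcreener.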
A549 tox = counter-screen for Nrf2 inhibitors: cytotoxicity in A549 cells | 0.16% of 390,000 active | Potency, µM (doses to about 46 µM), inactives show at the highest dose activity change, negative = cytotoxicity, most hits filed as inhibitors | AID 504648 | A549 ARE-Fluc cells, CellTiter-Fluor viability, 18-24 h; note: potency is the fitted concentration of half-maximal effect; % is set by controls: 0 for no effect and ±100 for the full control effect
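A549 ARE_Fluc cells in 5% FBS OPTI-MEM were exposed to compounds in concentration-response for 18-24 h at 37 deg C. Viability was read by CellTiter-Fluor fluorescence (Ex 405/Em 525) after 30 min, before the luciferase read.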
MmCpn inh = blocks the Methanococcus maripaludis chaperonin Mm-Cpn; purified Mm-Cpn ATPase, ADP Transcreener TR-FRET; Potency, µM (highest dose often 76.9 µM), for the others: at the highest dose activity, negative = inhibition, usual class: inhibitors; 0.031% of 330,000 active; note: potency is the fitted concentration of half-maximal effect; % is set by controls: 0 for no effect and ±100 for the full control effect; nearly all actives have a fitted effect of over 80% in size
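Compound-treated chaperonin, 25 nM final, turns over 10 uM ATP at 37°C for 30 min following a 10 min preincubation; ADP generated competes with ADP-d2 for Eu-cryptate antibody, lowering FRET.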
Abeta yeast res = restores growth of yeast expressing A-beta42 peptide; yeast expressing A-beta42, growth rescue, OD600, 48 h; response scale: 0% DMSO, 100% iron-clioquinol control; Potency, µM (highest dose often 46.1 µM), inactives show at the top dose growth rescue, actives largely listed as activators; 0.063% of 410,000 active; AID 1347071; note: potency is the fitted concentration of half-maximal effect; nearly all actives have a fitted effect of over 55% in size
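Yeast growth medium received pinned compounds, then yeast cells expressing toxic A-beta were added; plates incubated at 30 C for 48 hr. Growth read as absorbance at 600 nm, normalized to DMSO and equimolar FeCl3 plus clioquinol controls.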
TGFb SMAD3 inh = inhibitors of TGF-b signaling. HepG2 CAGA-GFP TGF-b/SMAD3 reporter, GFP fluorescence, 18 h; TGF-beta stimulated, 500 pg/mL final. AID 588855. Potency, µM (highest dose often 46.1 µM), for inactives: at the highest dose activity, negative = inhibition, hits mostly inhibitors. 1.2% of 410,000 active; note: potency is the fitted concentration of half-maximal effect; % is set by controls: 0 for no effect and ±100 for the full control effect; nearly all actives have a fitted effect of over 65% in size
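Read-out: total well GFP (ex488/em500-530) summed from mean per-cell fluorescence. Cells: HEPG2 CAGA-GFP, 1% FBS DMEM, 18 h at 37 degrees C with 500 pg/mL final TGF-beta. Unstimulated wells served as the full-inhibition control; stimulated DMSO wells = 0%.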
Nrf2 ARE act = Nrf2 pathway activation; AID 624171; AREc32 ARE-luciferase reporter (MCF7-derived line), luminescence, 24 h; 0.31% of 410,000 active; Potency, µM (series often up to 46.1 µM), without a hit: at the highest dose activation, usual class: activators; note: potency is the fitted concentration of half-maximal effect; % of control where 0% means no effect; nearly all actives have a fitted effect of over 65% in size
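AREc32 cells carrying an ARE-driven firefly luciferase, 1000 cells/well in OPTI-MEM with 5% FBS, dosed after overnight attachment and incubated 24 hr at 37 deg C. Steady-Glo luminescence read after 30 min at RT.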
Nrf2 block = inhibitors of Nrf2 signaling. Potency, µM (series often up to 46 µM), for inactives: at the highest dose activity change, negative = inhibition, usual class: inhibitors. AID 504444. A549 ARE-Fluc reporter, luciferase luminescence, 18-24 h. 2.1% of 360,000 active; note: potency is the fitted concentration of half-maximal effect; % is set by controls: 0 for no effect and ±100 for the full control effect; nearly all actives have a fitted effect of over 60% in size
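Concentration-response testing used A549 ARE_Fluc cells at 5000 cells/well. Following an 18-24 h compound incubation, viability was read by fluorescence (Ex 405/Em 525) and luciferase output by luminescence.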
The depositor's hits bear a star; [ ] = remark or other dose. Unless noted, calls come from the whole dose curve; as a rule, active = well fitted curve in the direction sought with a large enough effect; inconclusive = small, poorly fitted or top-dose-only effect, or another doubt; inactive = no such curve, though single readings can be large; an effect the other way counts as inactive or inconclusive.

Results for Cc1cc(C)nc(-n2nc(C)cc2NC(=O)c2ccc(F)cc2F)n1 ?
HepG2 viability: 1%; pAkt inh: inactive; CCT chaperon mod: 0.0; A549 tox: 3%; MmCpn inh: 1%; Abeta yeast res: 26%; TGFb SMAD3 inh: 6%; Nrf2 ARE act: -0.7%; Nrf2 block: inconclusive

What do the screens show for `OC(CCCCN1CCCCC1)c1ccccc1` (stereo not given)?
HepG2 viability: 2%; pAkt inh: inactive; CCT chaperon mod: -0.4; A549 tox: -8%[1.84 µM]; MmCpn inh: -1%; Abeta yeast res: 11%; TGFb SMAD3 inh: 31%[activator]; Nrf2 ARE act: -0.5%; Nrf2 block: inconclusive

Results for O=C(c1ccc(S(=O)(=O)N2CCOCC2)cc1)N1CCOCC1 ?
HepG2 viability: -1%; pAkt inh: inactive; CCT chaperon mod: 0.5; A549 tox: -13%; MmCpn inh: -4%; Abeta yeast res: -7%; TGFb SMAD3 inh: 4%; Nrf2 ARE act: 0.2%; Nrf2 block: 14%

What do the screens show for `O=C(C1CCCN1S(=O)(=O)c1cccc2cccnc12)N1CCc2ccccc2C1` (stereo not given)?
HepG2 viability: 9%; pAkt inh: inactive; CCT chaperon mod: -1.6; A549 tox: -2%; MmCpn inh: -1%; Abeta yeast res: 0%; TGFb SMAD3 inh: 10%; Nrf2 ARE act: -0.7%; Nrf2 block: -5%

How did Cc1csc(Sc2ccc(S(=O)(=O)N3CCCC3)cn2)n1 do in these assays?
HepG2 viability: -16%; pAkt inh: inactive; CCT chaperon mod: -2.4; A549 tox: -8%; MmCpn inh: 0%; Abeta yeast res: 1%; TGFb SMAD3 inh: 11%; Nrf2 ARE act: 0.4%; Nrf2 block: 5%

Results for CC(=O)c1c(OC(=O)c2cccc(Cl)c2)c2ccccc2n1C ?
HepG2 viability: -15%; pAkt inh: inactive; CCT chaperon mod: 0.8; A549 tox: -4%; MmCpn inh: -2%; Abeta yeast res: -12%; TGFb SMAD3 inh: inconclusive; Nrf2 ARE act: 20%; Nrf2 block: 8%

Results for COc1ccc(Cl)cc1NC(=O)CSc1cn(CC(=O)N2CCCCCC2)c2ccccc12 ?
HepG2 viability: -8%; A549 tox: -7%; Abeta yeast res: -2%; TGFb SMAD3 inh: inconclusive; Nrf2 ARE act: 0.5%; Nrf2 block: 26µM*

What do the screens show for `O=c1cc(-c2ccc([N+](=O)[O-])cc2)c2ccc(O)cc2o1`?
HepG2 viability: -16%; pAkt inh: inactive; CCT chaperon mod: -4.2; A549 tox: 5%; MmCpn inh: 3%; Abeta yeast res: -15%; TGFb SMAD3 inh: 23%; Nrf2 ARE act: 0.2%; Nrf2 block: 7%

Results for COC(=O)c1ccc(CS(=O)(=O)c2ccc(C)cc2)o1 ?
HepG2 viability: 0%; pAkt inh: inactive; CCT chaperon mod: -1.9; A549 tox: 2%; MmCpn inh: 0%; Abeta yeast res: 3%; TGFb SMAD3 inh: -3%; Nrf2 ARE act: -0.4%; Nrf2 block: -6%

How did CCOc1cc(S(=O)(=O)N(Cc2ccccc2)Cc2ccccc2)c(OCC)cc1-n1cnnn1 do in these assays?
HepG2 viability: -1%; pAkt inh: inactive; CCT chaperon mod: -7.1; A549 tox: -7%; MmCpn inh: 0%; Abeta yeast res: 1%; TGFb SMAD3 inh: -24%; Nrf2 ARE act: -0.1%; Nrf2 block: -4%

Results for OC(COc1ccc(CN2CCSCC2)cc1)CN1CCCCC1 (stereo not given) ?
HepG2 viability: -1%; pAkt inh: inactive; CCT chaperon mod: -2.5; A549 tox: -24%; MmCpn inh: 1%; Abeta yeast res: 0%; TGFb SMAD3 inh: -1%; Nrf2 ARE act: 0.3%; Nrf2 block: 16%

Results for Cc1ccc(C(=O)Nc2ccc3c(c2)C(=O)N(C)C3=O)c(C)c1 ?
HepG2 viability: 1%; pAkt inh: inactive; CCT chaperon mod: 0.2; A549 tox: 8%; MmCpn inh: -2%; Abeta yeast res: 0%; TGFb SMAD3 inh: -22%; Nrf2 ARE act: 0.1%; Nrf2 block: 15%

How did COC(=O)CC1Oc2ccc(C)cc2NC1=O (stereo not given) do in these assays?
HepG2 viability: 3%; pAkt inh: inactive; CCT chaperon mod: 2.1; A549 tox: -5%; MmCpn inh: 3%; Abeta yeast res: -7%; TGFb SMAD3 inh: inconclusive; Nrf2 ARE act: -0.5%; Nrf2 block: 13%

Results for CCOC(=O)C1C(=O)NC(SCC(=O)OC)=C(C#N)C1c1ccccc1OCC (stereo not given) ?
HepG2 viability: -1%; CCT chaperon mod: -3.3; A549 tox: -1%; Abeta yeast res: 13%; TGFb SMAD3 inh: 18%; Nrf2 ARE act: -0.2%

Results for Cc1ccc(C(=O)Nc2ccccc2N2CCOCC2)cc1S(=O)(=O)N1CCOCC1 ?
HepG2 viability: -1%; pAkt inh: inactive; CCT chaperon mod: 1.0; A549 tox: 2%; MmCpn inh: -1%; Abeta yeast res: -2%; TGFb SMAD3 inh: 3%; Nrf2 ARE act: -0.9%; Nrf2 block: inconclusive

Results for Cc1ccc(C(=O)NNC(=O)C2CCCN(c3ncccn3)C2)cc1 (stereo not given) ?
HepG2 viability: 3%; pAkt inh: inactive; CCT chaperon mod: 0.5; A549 tox: -1%; MmCpn inh: -1%; Abeta yeast res: 8%; TGFb SMAD3 inh: 0%; Nrf2 ARE act: 0.0%; Nrf2 block: 13%

Results for COc1ccc(-c2c(C)cc3oc(=O)cc(-c4ccccc4)c3c2C)cc1OC ?
HepG2 viability: 2%; pAkt inh: inactive; CCT chaperon mod: -0.5; A549 tox: 1%; MmCpn inh: -4%; Abeta yeast res: -17%; TGFb SMAD3 inh: -8%; Nrf2 ARE act: 4.8%; Nrf2 block: inconclusive

Results for CC(C)c1ccccc1NC(=O)COC(=O)Cc1ccsc1 ?
HepG2 viability: -19%; pAkt inh: inactive; CCT chaperon mod: -1.8; A549 tox: -1%; MmCpn inh: 2%; Abeta yeast res: inconclusive; TGFb SMAD3 inh: 11%; Nrf2 ARE act: 0.5%; Nrf2 block: 0%

How did O=C(O)CSCc1cn2cc(Cl)ccc2n1 do in these assays?
HepG2 viability: 1%; pAkt inh: inactive; CCT chaperon mod: -2.6; A549 tox: -8%; MmCpn inh: 2%; Abeta yeast res: 22%; TGFb SMAD3 inh: 12%; Nrf2 ARE act: -0.5%; Nrf2 block: 1%

What do the screens show for `Cc1ccc(-c2cc(C(=O)OCC(=O)Nc3ncc(C(F)(F)F)cc3Cl)c3ccccc3n2)cc1`?
HepG2 viability: 4%; pAkt inh: inactive; CCT chaperon mod: -0.7; A549 tox: 6%; MmCpn inh: 0%; Abeta yeast res: 10%; TGFb SMAD3 inh: 12%; Nrf2 ARE act: -0.5%; Nrf2 block: inconclusive

Among those listed so far, these have an aryl thioether with sulfur outside any ring.
How did Cc1csc(Sc2ccc(S(=O)(=O)N3CCCC3)cn2)n1 do in these assays?
HepG2 viability: -16%; pAkt inh: inactive; CCT chaperon mod: -2.4; A549 tox: -8%; MmCpn inh: 0%; Abeta yeast res: 1%; TGFb SMAD3 inh: 11%; Nrf2 ARE act: 0.4%; Nrf2 block: 5%

Results for COc1ccc(Cl)cc1NC(=O)CSc1cn(CC(=O)N2CCCCCC2)c2ccccc12 ?
HepG2 viability: -8%; A549 tox: -7%; Abeta yeast res: -2%; TGFb SMAD3 inh: inconclusive; Nrf2 ARE act: 0.5%; Nrf2 block: 26µM*

(further entries)
What do the screens show for `CCOc1ccccc1NC(=O)CSc1nnc(Cn2c(=O)sc3ccccc32)n1C`?
HepG2 viability: -8%; pAkt inh: inactive; CCT chaperon mod: -2.9; A549 tox: 3%; MmCpn inh: -3%; Abeta yeast res: 4%; TGFb SMAD3 inh: -8%; Nrf2 ARE act: 0.3%; Nrf2 block: 2%

Results for O=C(Cc1ccccc1)c1ccc2c(c1)OCCO2 ?
HepG2 viability: -13%; pAkt inh: inactive; CCT chaperon mod: -0.1; A549 tox: -3%; MmCpn inh: 0%; Abeta yeast res: 14%; TGFb SMAD3 inh: 1%; Nrf2 ARE act: 2.4%; Nrf2 block: inconclusive

Results for Oc1cc2ccccc2cc1-c1n[nH]c(=S)n1Cc1ccco1 ?
HepG2 viability: 2%; pAkt inh: inactive; CCT chaperon mod: -1.6; A549 tox: 5%; MmCpn inh: -12%; Abeta yeast res: 1%; TGFb SMAD3 inh: -8%; Nrf2 ARE act: 3.0%; Nrf2 block: 1%

What do the screens show for `C/C(Cc1ccccc1)=N\NC(=O)c1cc(C(C)(C)C)[nH]n1`?
HepG2 viability: -14%; pAkt inh: inactive; CCT chaperon mod: 2.5; A549 tox: -1%; MmCpn inh: 0%; Abeta yeast res: 9%; TGFb SMAD3 inh: 6%; Nrf2 ARE act: 0.1%; Nrf2 block: -5%

Results for S=C(NC1CCCCC1)N1CCc2[nH]c3ccccc3c2C1 ?
HepG2 viability: 6%; pAkt inh: inactive; CCT chaperon mod: -4.6; A549 tox: 10%; MmCpn inh: 2%; Abeta yeast res: -5%; TGFb SMAD3 inh: -6%; Nrf2 ARE act: -0.7%; Nrf2 block: 3%
